MEKK3 PB1 HTS: MEKK3-MEK5 PB1 interaction, increase or decrease | bead-based flow cytometry, Alexa488-MEK5 binding to MEKK3; actives lie on both sides; 0 = blocked by unlabeled MEK5, 100 = vehicle | binding response (% of control), % at 10 µM | hit rate 1.4% among 290,000 | AID 1529;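 active = binding response more than 3 SD above or below the average of its plate-row segment, actives on both sides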;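 note: Alexa488 bead fluorescence after subtracting the streptavidin-only scavenger bead signal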
FID counter: displaces DNA intercalator in HCV helicase counter-screen; DNA fluorescent intercalator displacement, fluorescence; inhibition, % at 7.9 µM; hit rate 0.17% among 290,000; in the data active = inhibition above about 37%;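 note: 0% = vehicle and 100% = reference compound; higher means more ethidium bromide displaced from hairpin DNA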
NALP1 inh: inhibitors of NALP1 inflammasome in yeast; S. cerevisiae NALP1/ASC/caspase-1 growth, X-gal OD620, 72 h; inhibition, % at 10 µM; hit rate 0.61% among 280,000; in the data active = inhibition mostly above about 24%, no sharp cut-off; inactive = mostly below about 32%; note: some compounds called inactive have numbers as strong as hits
MEKK2wt PB1 HTS: raises or lowers MEK5 binding to wildtype human MEKK2 PB1 domain | bead flow cytometry, Alexa488-MEK5 binding to MEKK2 WT; actives lie on both sides | Q9Y2U5 | binding response (% of control), % at 10 µM | hit rate 1.1% among 290,000 | AID 1531; in the data active = binding response below about 67% or above about 130%
GPR7 antag: human neuropeptides B/W receptor 1 antagonism. P48145. GPR7-expressing cells, fluorescence antagonist assay. inhibition, % at 4.4 µM. hit rate 1.1% among 290,000. AID 1861; in the data active = inhibition above about 16%, passing the limit was not always enough;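 note: cells stimulated with the agonist NPW; 0% = agonist with vehicle and 100% = vehicle without agonist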
Target sequence (P48145 whole entry, looked up): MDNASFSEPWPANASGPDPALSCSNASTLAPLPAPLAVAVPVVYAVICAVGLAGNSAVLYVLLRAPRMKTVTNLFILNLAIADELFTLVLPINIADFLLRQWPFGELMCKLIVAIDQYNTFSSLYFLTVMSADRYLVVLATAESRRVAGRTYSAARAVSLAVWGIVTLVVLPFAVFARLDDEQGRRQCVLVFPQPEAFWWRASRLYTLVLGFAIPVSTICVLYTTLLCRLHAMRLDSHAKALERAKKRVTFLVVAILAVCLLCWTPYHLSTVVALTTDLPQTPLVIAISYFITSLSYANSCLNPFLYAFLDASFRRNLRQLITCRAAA
MEKK2 mut-MEK5: signal of MEK5 binding to mutant human MEKK2 PB1 domain. percent response, % at 10 µM. bead flow cytometry, Alexa488-MEK5 binding to MEKK2 mutant. AID 1530. hit rate 0.35% among 290,000; in the data active = percent response above about 24%, passing the limit was not always enough; note: inactives centre near 1; some results filed as inactive read as strong as hits; reference of the scale not given here
PfM18AAP inh: PfM18AAP enzyme inhibition; recombinant PfM18AAP, H-Glu-NHMec fluorogenic cleavage; inhibition, % at 7.35 µM; hit rate 1.2% among 290,000;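 active = inhibition above the campaign mean inhibition over all tested compounds plus 3 SD, cut at about 28% in these data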;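 note: 0% = plate median of test compound wells and 100% = 2 mM ZnCl2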
OXTR agonist: agonists of human oxytocin receptor | P30559 | CHO-OTR cells, Fluo-8 calcium fluorescence; normalized: DMSO 0%, oxytocin 100% | activation, % at 3 µM | hit rate 0.32% among 320,000 | AID 2435;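 active = activation above the mean of all tested compounds plus 3 SD, cutoff set per screening run, cut at about 20% in these data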;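 note: peak over basal fluorescence ratio from a 100 s FLIPR kinetic read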
Target sequence (P30559 whole entry, looked up): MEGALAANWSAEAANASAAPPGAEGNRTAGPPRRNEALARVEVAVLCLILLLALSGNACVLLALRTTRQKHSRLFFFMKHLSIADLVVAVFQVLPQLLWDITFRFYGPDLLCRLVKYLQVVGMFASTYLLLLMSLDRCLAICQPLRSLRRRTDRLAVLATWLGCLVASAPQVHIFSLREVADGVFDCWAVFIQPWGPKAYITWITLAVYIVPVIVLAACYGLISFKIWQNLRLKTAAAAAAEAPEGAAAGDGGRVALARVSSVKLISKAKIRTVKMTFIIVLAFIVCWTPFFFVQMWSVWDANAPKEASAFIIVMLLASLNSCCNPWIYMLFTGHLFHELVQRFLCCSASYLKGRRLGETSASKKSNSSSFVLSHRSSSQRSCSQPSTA
PHOSPHO1 inh: PHOSPHO1 (human) inhibition. Q8TCT1. recombinant PHOSPHO1, absorbance phosphatase assay. inhibition, % at 13.3 µM. hit rate 1.1% among 290,000; in the data active = inhibition above about 60%
Target sequence (Q8TCT1 whole entry, looked up): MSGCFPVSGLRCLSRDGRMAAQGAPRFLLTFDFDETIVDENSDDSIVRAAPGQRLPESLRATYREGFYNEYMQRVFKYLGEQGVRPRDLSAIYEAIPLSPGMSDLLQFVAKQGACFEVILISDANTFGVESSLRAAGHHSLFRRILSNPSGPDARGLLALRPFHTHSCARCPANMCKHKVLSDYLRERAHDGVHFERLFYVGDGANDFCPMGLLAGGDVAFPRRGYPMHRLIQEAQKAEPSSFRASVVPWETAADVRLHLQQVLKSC
Active calls of the source: *.

Screening Cc1cccc(N2CCN(C(=O)Cn3nc(Cc4ccncc4)c4ccccc4c3=O)CC2)c1C returned MEKK3 PB1 HTS 105, FID counter -14, MEKK2wt PB1 HTS 105, GPR7 antag -3, MEKK2 mut-MEK5 9, PfM18AAP inh -3 and OXTR agonist -2.2.
Cc1ccc(S(=O)(=O)/N=C(/c2ccc(F)cc2)N2CCCC2)cc1 was read as MEKK3 PB1 HTS 98, FID counter -12, NALP1 inh 4, MEKK2wt PB1 HTS 91, GPR7 antag -10, MEKK2 mut-MEK5 -12, PfM18AAP inh -13, OXTR agonist -1.4 and PHOSPHO1 inh 9.
Screening COc1ccc(NC(=O)CC(C)CC(=O)NCc2ccc(F)cc2)c(OC)c1 (stereo unspecified) returned MEKK3 PB1 HTS 103, FID counter -17, NALP1 inh -1, MEKK2wt PB1 HTS 102, GPR7 antag -10, MEKK2 mut-MEK5 -1, PfM18AAP inh -2, OXTR agonist -0.4 and PHOSPHO1 inh 14.
`CN(C)c1ccc(C(=O)Nc2ccc(S(=O)(=O)NC3=NCCCCC3)cc2)cc1` gave MEKK3 PB1 HTS 89, FID counter -18, NALP1 inh 8, MEKK2wt PB1 HTS 80, GPR7 antag -15, MEKK2 mut-MEK5 -6, PfM18AAP inh -7, OXTR agonist 0.6 and PHOSPHO1 inh 0.
`Cc1cccc(CSC(=N)N)c1` gave MEKK3 PB1 HTS 98, FID counter 2, NALP1 inh 6, MEKK2wt PB1 HTS 89, GPR7 antag 5, MEKK2 mut-MEK5 0, PfM18AAP inh -11, OXTR agonist -0.4 and PHOSPHO1 inh -11.
`CS(=O)(=O)Nc1ccc(-c2cc(/C=C3\SC(N)=NC3=O)c[nH]c2=O)cc1` gave MEKK3 PB1 HTS 98, FID counter -5, NALP1 inh 19, MEKK2wt PB1 HTS 98, GPR7 antag 1, MEKK2 mut-MEK5 -2, PfM18AAP inh 7, OXTR agonist -0.1 and PHOSPHO1 inh 31.
Screening Cc1ccc(NC(=S)Nc2ccc3cn[nH]c3c2)cc1C returned MEKK3 PB1 HTS 104, FID counter 1, NALP1 inh 24, MEKK2wt PB1 HTS 109, GPR7 antag -4, MEKK2 mut-MEK5 32, PfM18AAP inh -3, OXTR agonist 0.0 and PHOSPHO1 inh -2.
For Cc1c(C(=O)CN2CCCC(C)(C)C2)c2ccccc2n1C the results were MEKK3 PB1 HTS 97, FID counter -10, NALP1 inh -2, MEKK2wt PB1 HTS 101, GPR7 antag 1, MEKK2 mut-MEK5 0, PfM18AAP inh 2, OXTR agonist -0.8 and PHOSPHO1 inh 25.
`CCC(C)(C)NC(=O)CC(c1ccc(OC)cc1)n1cccc1` (stereo unspecified) gave MEKK3 PB1 HTS 95, FID counter -8, NALP1 inh 8, MEKK2wt PB1 HTS 96, GPR7 antag -6, MEKK2 mut-MEK5 -4, PfM18AAP inh 7, OXTR agonist -2.3 and PHOSPHO1 inh 10.
`C=CCN1CCN(C(=O)CSc2ccccc2)CC1` gave MEKK3 PB1 HTS 104, FID counter 0, NALP1 inh 5, MEKK2wt PB1 HTS 108, GPR7 antag -17, MEKK2 mut-MEK5 10, PfM18AAP inh 4 and OXTR agonist 0.3.
CC(=O)C1=C(C)OC(N)=C(C#N)C1c1cc2cccc(C)c2nc1Cl (stereo unspecified) was read as MEKK3 PB1 HTS 101, FID counter -8, NALP1 inh 6, MEKK2wt PB1 HTS 93, GPR7 antag -4, MEKK2 mut-MEK5 -2, PfM18AAP inh 4, OXTR agonist 1.4 and PHOSPHO1 inh 16.
For N#Cc1ccc(Cn2ccnc2C(=O)Nc2ccccc2)cc1 the results were MEKK3 PB1 HTS 99, FID counter -7, NALP1 inh -6, MEKK2wt PB1 HTS 95, GPR7 antag -6, MEKK2 mut-MEK5 -2, PfM18AAP inh 6, OXTR agonist 0.2 and PHOSPHO1 inh 20.
C/C(=N\NC(=O)c1nnn(-c2nonc2N)c1CSc1ccccc1)c1ccc2c(c1)OCO2 was read as MEKK3 PB1 HTS 102, FID counter -4, NALP1 inh 22, MEKK2wt PB1 HTS 95, GPR7 antag -9, MEKK2 mut-MEK5 -5, PfM18AAP inh 0, OXTR agonist 0.2 and PHOSPHO1 inh 26.
Screening O=C(CCCSc1nc2ccccc2[nH]1)NC1=NCCS1 returned MEKK3 PB1 HTS 104, FID counter 0, NALP1 inh 13, MEKK2wt PB1 HTS 106, GPR7 antag -12, MEKK2 mut-MEK5 5, PfM18AAP inh 4, OXTR agonist 1.2 and PHOSPHO1 inh 32.
COc1ccc2cc(CN(CCCN3CCOCC3)Cc3nnnn3C3CCCC3)c(=O)[nH]c2c1 was read as MEKK3 PB1 HTS 103, FID counter 0, NALP1 inh 10, MEKK2wt PB1 HTS 108, GPR7 antag -23, MEKK2 mut-MEK5 2, PfM18AAP inh 20, OXTR agonist -0.2 and PHOSPHO1 inh 17.
For Cc1cc(C)cc(NC(=O)C(NCCN2CCOCC2)c2ccccc2)c1 (stereo unspecified) the results were MEKK3 PB1 HTS 102, FID counter 20, NALP1 inh 10, MEKK2wt PB1 HTS 108, GPR7 antag -11, MEKK2 mut-MEK5 4, PfM18AAP inh 1, OXTR agonist 0.2 and PHOSPHO1 inh 53.
O=C(NNC(=O)c1ccncc1)Nc1cccc(C(F)(F)F)c1 was read as MEKK3 PB1 HTS 101, FID counter -4, NALP1 inh 3, MEKK2wt PB1 HTS 102, GPR7 antag -17, MEKK2 mut-MEK5 1, PfM18AAP inh 1 and PHOSPHO1 inh 12.
Screening Cc1c(NC(=O)OCCNC(=O)Nc2ccccc2)sc(=S)n1C returned MEKK3 PB1 HTS 101, FID counter 5, NALP1 inh -4, MEKK2wt PB1 HTS 106, GPR7 antag -4, MEKK2 mut-MEK5 5, PfM18AAP inh 3, OXTR agonist 1.1 and PHOSPHO1 inh 30.
`O=C(Cn1nc(-c2ccccc2)ccc1=O)NCC1CCCO1` (stereo unspecified) gave MEKK3 PB1 HTS 84, FID counter -1, NALP1 inh 3, MEKK2wt PB1 HTS 91, GPR7 antag -12, MEKK2 mut-MEK5 -9, PfM18AAP inh 1, OXTR agonist 0.3 and PHOSPHO1 inh 7.
Screening Nc1nc(NCC2CCCO2)nc(Nc2ccc(F)cc2)c1[N+](=O)[O-] (stereo unspecified) returned MEKK3 PB1 HTS 199*, FID counter 0, NALP1 inh 25, MEKK2wt PB1 HTS 117, GPR7 antag -9, MEKK2 mut-MEK5 2, PfM18AAP inh -5, OXTR agonist -2.2 and PHOSPHO1 inh 7.
COc1ccc(N2CCN(C(=O)CN(C)S(=O)(=O)c3cc(C)ccc3OC)CC2)cc1 was read as MEKK3 PB1 HTS 102, FID counter -28, NALP1 inh 0, MEKK2wt PB1 HTS 102, GPR7 antag 0, MEKK2 mut-MEK5 0, PfM18AAP inh -9, OXTR agonist -0.5 and PHOSPHO1 inh 32.
CCOc1ccc(NC(=S)N2CCN(c3ccc(N4CCOCC4)nn3)CC2)cc1 was read as MEKK3 PB1 HTS 100, FID counter -18, NALP1 inh -9, MEKK2wt PB1 HTS 88, GPR7 antag -3, MEKK2 mut-MEK5 -9, PfM18AAP inh 1, OXTR agonist 0.2 and PHOSPHO1 inh -34.
Screening O=c1[nH]c(Nc2nc3ccccc3o2)nc2c1CCCC2 returned MEKK3 PB1 HTS 108, FID counter 0, NALP1 inh 5, MEKK2wt PB1 HTS 101, GPR7 antag -5, MEKK2 mut-MEK5 3, PfM18AAP inh 9, OXTR agonist -1.4 and PHOSPHO1 inh 7.
Cc1cc(N2C(=O)C(O)=C(C(=O)c3cccs3)C2c2ccccc2)no1 (stereo unspecified) was read as MEKK3 PB1 HTS 104, FID counter -1, NALP1 inh -2, MEKK2wt PB1 HTS 101, GPR7 antag 9, MEKK2 mut-MEK5 2, PfM18AAP inh 24, OXTR agonist -2.0 and PHOSPHO1 inh 23.
CC(C)(C)NC(=O)NC(=O)CSc1ncn[nH]1 was read as MEKK3 PB1 HTS 103, FID counter -4, NALP1 inh -4, MEKK2wt PB1 HTS 97, GPR7 antag -5, MEKK2 mut-MEK5 -5, PfM18AAP inh 8, OXTR agonist 1.2 and PHOSPHO1 inh 41.
Screening Cc1ccc(NC(=O)C2CCCN2C(=O)Oc2ccccc2)cc1 (stereo unspecified) returned MEKK3 PB1 HTS 99, FID counter -4, NALP1 inh 12, MEKK2wt PB1 HTS 99, GPR7 antag 4, MEKK2 mut-MEK5 4, PfM18AAP inh 0, OXTR agonist -1.4 and PHOSPHO1 inh -23.
`CCOC(=O)/C(=N\Nc1ccccc1Cl)N(C)C1CCCCC1` gave MEKK3 PB1 HTS 102, FID counter -7, NALP1 inh -1, MEKK2wt PB1 HTS 98, GPR7 antag -5, MEKK2 mut-MEK5 -3, PfM18AAP inh 1, OXTR agonist -1.5 and PHOSPHO1 inh -10.
Screening CCCCCCOC(=O)CCn1[nH]c(=O)c2ccccc2c1=O returned MEKK3 PB1 HTS 92, FID counter -13, NALP1 inh -20, MEKK2wt PB1 HTS 94, GPR7 antag 0, MEKK2 mut-MEK5 -4, PfM18AAP inh -1, OXTR agonist -0.8 and PHOSPHO1 inh -21.
c1ccc(-c2ccc(-c3csnn3)cc2)cc1 was read as MEKK3 PB1 HTS 95, FID counter 1, NALP1 inh -1, MEKK2wt PB1 HTS 96, GPR7 antag -3, MEKK2 mut-MEK5 -12, PfM18AAP inh -10, OXTR agonist -0.4 and PHOSPHO1 inh -3.
Screening NC(=O)c1cc(S(=O)(=O)N2CCCC2)ccc1OCc1ccc(F)cc1 returned MEKK3 PB1 HTS 103, FID counter -24, NALP1 inh 15, MEKK2wt PB1 HTS 101, GPR7 antag -2, MEKK2 mut-MEK5 -3, PfM18AAP inh -1, OXTR agonist 1.5 and PHOSPHO1 inh -22.
`COC(=O)Nc1ccc(S(=O)(=O)N2CCCC(C(=O)O)C2)cc1` (stereo unspecified) gave MEKK3 PB1 HTS 103, FID counter -3, NALP1 inh 8, MEKK2wt PB1 HTS 95, GPR7 antag -1, MEKK2 mut-MEK5 1, PfM18AAP inh -2, OXTR agonist 1.1 and PHOSPHO1 inh 37.

At a glance, some entries already given.
`CCOC(=O)/C(=N\Nc1ccccc1Cl)N(C)C1CCCCC1` gave MEKK3 PB1 HTS 102, FID counter -7, NALP1 inh -1, MEKK2wt PB1 HTS 98, GPR7 antag -5, MEKK2 mut-MEK5 -3, PfM18AAP inh 1, OXTR agonist -1.5 and PHOSPHO1 inh -10.
Screening CCCCCCOC(=O)CCn1[nH]c(=O)c2ccccc2c1=O returned MEKK3 PB1 HTS 92, FID counter -13, NALP1 inh -20, MEKK2wt PB1 HTS 94, GPR7 antag 0, MEKK2 mut-MEK5 -4, PfM18AAP inh -1, OXTR agonist -0.8 and PHOSPHO1 inh -21.
c1ccc(-c2ccc(-c3csnn3)cc2)cc1 was read as MEKK3 PB1 HTS 95, FID counter 1, NALP1 inh -1, MEKK2wt PB1 HTS 96, GPR7 antag -3, MEKK2 mut-MEK5 -12, PfM18AAP inh -10, OXTR agonist -0.4 and PHOSPHO1 inh -3.
Screening NC(=O)c1cc(S(=O)(=O)N2CCCC2)ccc1OCc1ccc(F)cc1 returned MEKK3 PB1 HTS 103, FID counter -24, NALP1 inh 15, MEKK2wt PB1 HTS 101, GPR7 antag -2, MEKK2 mut-MEK5 -3, PfM18AAP inh -1, OXTR agonist 1.5 and PHOSPHO1 inh -22.
`COC(=O)Nc1ccc(S(=O)(=O)N2CCCC(C(=O)O)C2)cc1` (stereo unspecified) gave MEKK3 PB1 HTS 103, FID counter -3, NALP1 inh 8, MEKK2wt PB1 HTS 95, GPR7 antag -1, MEKK2 mut-MEK5 1, PfM18AAP inh -2, OXTR agonist 1.1 and PHOSPHO1 inh 37.

Screens as filed in PubChem.
